STK33 inh: inhibitors of purified STK33 kinase, primary screen, biochemical, ADP-Glo luminescence, homogeneous, cell-free; MBP phosphorylation; inhibition, % at 10 µM; 320,000 compounds, 0.073% hits;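 active = inhibition at or above 25%, using the most active replicate where run in duplicate; inactive = inhibition below 25%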
Target sequence (Q9BYT3 whole entry, looked up): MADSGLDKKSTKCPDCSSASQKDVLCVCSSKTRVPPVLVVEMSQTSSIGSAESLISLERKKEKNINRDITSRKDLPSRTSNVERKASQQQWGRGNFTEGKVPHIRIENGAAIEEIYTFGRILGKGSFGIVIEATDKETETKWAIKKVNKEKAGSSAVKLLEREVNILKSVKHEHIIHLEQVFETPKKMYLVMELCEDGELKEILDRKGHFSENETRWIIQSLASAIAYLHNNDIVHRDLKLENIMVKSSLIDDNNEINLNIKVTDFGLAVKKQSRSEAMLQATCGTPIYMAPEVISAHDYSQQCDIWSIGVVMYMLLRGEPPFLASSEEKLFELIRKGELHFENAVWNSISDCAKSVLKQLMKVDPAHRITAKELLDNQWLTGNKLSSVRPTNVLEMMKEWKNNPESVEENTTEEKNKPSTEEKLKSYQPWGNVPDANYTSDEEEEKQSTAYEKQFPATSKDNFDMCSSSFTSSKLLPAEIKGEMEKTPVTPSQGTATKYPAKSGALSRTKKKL
OX1R antag-1: antagonists of human orexin 1 receptor (OX1R) | Orexin/Hypocretin receptor type 1 (Homo sapiens), O43613 | OX1R-expressing cells, FRET antagonist read-out | inhibition, % at 6.6 µM | 330,000 compounds, 1.8% hits | AID 485270, 2010; in the data active = inhibition mostly above about 38%, no sharp cut-off; inactive = mostly below about 40%;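 note: 0% = agonist challenge alone and 100% = reference antagonist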
Target sequence (O43613 whole entry, looked up): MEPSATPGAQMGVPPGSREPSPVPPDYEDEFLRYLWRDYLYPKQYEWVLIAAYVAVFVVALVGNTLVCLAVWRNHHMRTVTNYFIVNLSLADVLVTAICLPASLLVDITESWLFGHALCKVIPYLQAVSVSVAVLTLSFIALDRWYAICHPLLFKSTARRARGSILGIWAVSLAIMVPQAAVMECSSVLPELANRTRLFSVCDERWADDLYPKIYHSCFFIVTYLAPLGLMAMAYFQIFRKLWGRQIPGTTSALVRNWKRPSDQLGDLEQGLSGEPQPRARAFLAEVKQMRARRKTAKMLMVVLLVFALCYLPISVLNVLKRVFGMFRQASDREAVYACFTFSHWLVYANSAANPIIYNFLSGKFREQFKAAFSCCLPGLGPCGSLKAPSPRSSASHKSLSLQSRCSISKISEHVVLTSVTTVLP
OX1R antag-2: OX1R (HCRTR1) antagonists, primary screen, fluorescence, CHO/OX1R cells, Fluo-8 calcium, orexin A; Fluo-8 calcium fluorescence; AID 434989, 2010; 330,000 compounds, 0.43% hits; Orexin/Hypocretin receptor type 1 (Homo sapiens), O43613; inhibition, % at 5 µM;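 active = inhibition above its plate's threshold, mean inhibition of all tested compounds on the plate plus 3 SD, cut at about 37% in these data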;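 note: 0% = orexin A challenge wells and 100% = SB-334867-A antagonist wells; not every result past the cut was called active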
* marks the source's active call; other numbers are inactive results.

For CNS(=O)(=O)c1c(C)cc(C)c(N(C)S(=O)(=O)c2ccccc2)c1C the results were STK33 inh -1.9, OX1R antag-1 26 and OX1R antag-2 -18.
COc1cccc(NC(=O)N2CCCC2)c1 was read as STK33 inh -1.9, OX1R antag-1 10 and OX1R antag-2 -12.
Screening Cc1ccc(C(=O)NCc2ccco2)cc1S(=O)(=O)N1CCCCC1 returned STK33 inh -1.2, OX1R antag-1 6 and OX1R antag-2 -12.
CCN(CC(=O)Nc1c(F)cccc1F)C(=O)/C=C/c1ccc(C)o1 was read as STK33 inh -1.5, OX1R antag-1 21 and OX1R antag-2 11.
Screening CCN(CC)C(=O)c1cnn(-c2ccccc2)c1NC(=O)c1cccs1 returned STK33 inh 1.6, OX1R antag-1 7 and OX1R antag-2 -25.
For Cc1cc(C)c(NC(=O)CCN2CCN(Cc3ccccc3)CC2)c(C)c1 the results were STK33 inh -0.2, OX1R antag-1 17 and OX1R antag-2 -17.
`CC1(CC(=O)N/N=C/c2cc(Br)c(O)cc2O)OCCO1` gave STK33 inh 1.6, OX1R antag-1 38 and OX1R antag-2 12.
Screening CCN(CC(=O)NCc1cccs1)C(=O)c1cccc(S(=O)(=O)Nc2ccccc2OC)c1 returned STK33 inh -0.3, OX1R antag-1 36 and OX1R antag-2 -22.
For Cc1ccccc1OCC(=O)OCC(=O)c1ccc[nH]1 the results were STK33 inh -0.2, OX1R antag-1 -1 and OX1R antag-2 -12.
For COc1ccc(-c2ccc(CCC(=O)O)n2-c2ccccc2O)cc1 the results were STK33 inh -0.6, OX1R antag-1 -5 and OX1R antag-2 -17.
Cc1ccc(C(=O)NCCCN2CCOCC2)cc1 was read as STK33 inh -1.3, OX1R antag-1 7 and OX1R antag-2 9.
Screening Cc1cc(Nc2ccccc2C(=O)O)n(-c2cccc(Cl)c2)n1 returned STK33 inh -0.4, OX1R antag-1 20 and OX1R antag-2 23.
For C=CCN(Cc1cc(OC)ccc1OC)S(=O)(=O)N(C)C the results were STK33 inh 0.0, OX1R antag-1 20 and OX1R antag-2 -13.
COC(=O)c1cc(S(=O)(=O)n2nc(C)c(Br)c2C)c(Cl)cc1Cl was read as STK33 inh -0.5, OX1R antag-1 13 and OX1R antag-2 0.
Screening COc1ccc(-c2nc(CS(=O)(=O)CC(=O)NCCCN3CCOCC3)c(C)o2)cc1 returned STK33 inh -2.2, OX1R antag-1 9 and OX1R antag-2 -12.
`O=C(Nc1cccc(NC(=S)NC(=O)c2cccs2)c1)c1ccccc1` gave STK33 inh 0.4, OX1R antag-1 11 and OX1R antag-2 5.
For COc1cc2[nH]c(=O)n(CCCCCC(=O)NCCCN3CCC(C)CC3)c(=O)c2cc1OC the results were STK33 inh -0.8, OX1R antag-1 5 and OX1R antag-2 -7.
Screening COCCNC(=O)Cc1cn(C)c2ccccc12 returned STK33 inh -0.5, OX1R antag-1 21 and OX1R antag-2 -6.
Cc1cccc(Oc2nccc(C(F)(F)F)c2C(=O)Nc2ccc(F)cc2F)c1 was read as STK33 inh -1.3, OX1R antag-1 14 and OX1R antag-2 -30.
CCOC(=O)N1CCN(S(=O)(=O)c2ccc(NC(C)=O)cc2)CC1 was read as STK33 inh -1.3, OX1R antag-1 2 and OX1R antag-2 -17.

Overlap with the part before: 3 compounds; new compounds follow.
Screening COCCNC(=O)Cc1cn(C)c2ccccc12 returned STK33 inh -0.5, OX1R antag-1 21 and OX1R antag-2 -6.
Cc1cccc(Oc2nccc(C(F)(F)F)c2C(=O)Nc2ccc(F)cc2F)c1 was read as STK33 inh -1.3, OX1R antag-1 14 and OX1R antag-2 -30.
CCOC(=O)N1CCN(S(=O)(=O)c2ccc(NC(C)=O)cc2)CC1 was read as STK33 inh -1.3, OX1R antag-1 2 and OX1R antag-2 -17.
For CSc1n[nH]c(NC(=O)c2c(-c3c(Cl)cccc3Cl)noc2C)n1 the results were STK33 inh -0.4, OX1R antag-1 38 and OX1R antag-2 -5.
For N#Cc1cc2c(nc1SCc1ccccc1)CCCCC2 the results were STK33 inh -1.0, OX1R antag-1 22 and OX1R antag-2 -7.
For Cn1nc(C(=O)OCC(=O)c2ccc[nH]2)c2ccccc2c1=O the results were STK33 inh 0.2, OX1R antag-1 24 and OX1R antag-2 -33.
`O=Cc1ccc(OCCOc2ccc([N+](=O)[O-])cc2)cc1` gave STK33 inh 0.8, OX1R antag-1 5 and OX1R antag-2 0.
`O=C(CN1C(=O)CCS(=O)(=O)c2ccccc21)Nc1cccc(F)c1` gave STK33 inh -0.2, OX1R antag-1 15 and OX1R antag-2 -5.
For Cc1nn(-c2ccccc2)c(C)c1CN(C)C(=O)c1ccc(S(=O)(=O)NCc2ccco2)cc1 the results were STK33 inh 0.6, OX1R antag-1 8 and OX1R antag-2 -13.
Screening Cc1c(NC(=O)c2ccc(=O)oc2)c(=O)n(-c2ccccc2)n1C returned STK33 inh -0.5, OX1R antag-1 76* and OX1R antag-2 -11.
For O=C(CCC(=O)Nc1ccccc1)N/N=C/C=C/c1ccccc1 the results were STK33 inh -0.9, OX1R antag-1 20 and OX1R antag-2 -11.
O=C(c1ccc2oc(CCc3ccccc3)nc2c1)N1CC[C@H](O)C1 was read as STK33 inh 0.0, OX1R antag-1 3 and OX1R antag-2 -1.
For CCOc1ccc(NC(=O)Nc2cccnc2)cc1 the results were STK33 inh 1.2, OX1R antag-1 19 and OX1R antag-2 -1.
For C=CCNC(=O)C1(c2ccccc2)CC1(Cl)Cl (stereo not drawn) the results were STK33 inh -1.3, OX1R antag-1 25 and OX1R antag-2 -11.
`Cc1ccccc1NC(=O)CCNS(=O)(=O)c1ccc2[nH]c(=O)oc2c1` gave STK33 inh 0.2, OX1R antag-1 22 and OX1R antag-2 -6.
COc1ccc(CN2CCNC(=O)C2CC(=O)NC2CCCCCC2)c(F)c1 (stereo not drawn) was read as STK33 inh -1.5, OX1R antag-1 2 and OX1R antag-2 -17.
For Cc1ccc(-n2c(C)nnc2SCC(=O)NC2CCCC2)cc1 the results were STK33 inh -0.6, OX1R antag-1 20 and OX1R antag-2 -16.
For O=C(CN(Cc1ccco1)C(=O)CNS(=O)(=O)c1ccc(F)cc1)NCCc1ccccc1 the results were STK33 inh -0.2, OX1R antag-1 10 and OX1R antag-2 -35.
N#C/C(=C\c1ccc(OC(=O)c2ccc(Cl)s2)cc1)c1nc2ccccc2[nH]1 was read as STK33 inh -0.8, OX1R antag-1 23 and OX1R antag-2 -21.
O=C(Cc1ccccc1F)Nc1nc(-c2ccc(F)c(F)c2)cs1 was read as STK33 inh -0.4, OX1R antag-1 35 and OX1R antag-2 -10.
Screening O=C(O)CC(SCC(=O)Nc1ccc(S(=O)(=O)N2CCCC2)cc1)C(=O)O (stereo not drawn) returned STK33 inh -1.3, OX1R antag-1 4 and OX1R antag-2 -26.
For Cc1nc(NC(=O)CN2CCOCC2)sc1C(=O)N(C)C the results were STK33 inh 0.1, OX1R antag-1 5 and OX1R antag-2 -10.
COc1ccc(C(=O)N/C(=C\c2ccc3c(c2)OCO3)C(=O)Nc2cccc(C(=O)O)c2)cc1 was read as OX1R antag-1 23 and OX1R antag-2 -11.
For CC1=CC2=NC(=O)/C(=C\c3cccn3CCOc3cccc(C)c3)C(=N)N2O1 the results were STK33 inh -1.6, OX1R antag-1 24 and OX1R antag-2 -29.
`COC(=O)c1nc[nH]c1C(=O)OC` gave STK33 inh -0.4, OX1R antag-1 -1 and OX1R antag-2 7.
`COc1ccc(-c2nc(-c3ccccc3)ncc2S(C)(=O)=O)cc1` gave STK33 inh 3.9, OX1R antag-1 11 and OX1R antag-2 -17.
`Cc1ccc2c(c1)C1CN(C)CCC1N2C(=S)Nc1ccc(OC(F)F)cc1` (stereo not drawn) gave STK33 inh -0.5, OX1R antag-1 33 and OX1R antag-2 -5.
`CCCOc1ccc(/C(O)=C2/C(=O)C(=O)N(CCOC)C2c2cccnc2)cc1` (stereo not drawn) gave STK33 inh -0.5, OX1R antag-1 15 and OX1R antag-2 -1.
Screening Cc1cccc(Cc2nnc(CCC(=O)N(CC3CC3)CC3CCCO3)o2)c1 (stereo not drawn) returned STK33 inh -0.4, OX1R antag-1 11 and OX1R antag-2 -35.
CC(C)c1ccccc1OCC(=O)N(C)CC(=O)Nc1ccc(F)cc1 was read as STK33 inh 0.6, OX1R antag-1 16 and OX1R antag-2 -2.
For Cn1c(-c2ccccc2)cnc1SCC(=O)N1CCCc2ccccc21 the results were STK33 inh -1.9, OX1R antag-1 18 and OX1R antag-2 -10.
O=C(CN(c1ccccc1)S(=O)(=O)c1ccccc1)N1CCOCC1 was read as STK33 inh -1.1, OX1R antag-1 13 and OX1R antag-2 -8.
`Cc1cccc2c1N(C(=O)c1ccco1)C(C)(C)c1ssc(=S)c1-2` gave STK33 inh -0.9, OX1R antag-1 4 and OX1R antag-2 -27.
For Cc1cc(/C=C(\C#N)C(=O)NCc2ccco2)c(C)n1-c1cccnc1 the results were STK33 inh 1.9, OX1R antag-1 2 and OX1R antag-2 -32.
O=C(OCc1ccccc1Cl)C1CC(=O)N(Cc2ccco2)C1 (stereo not drawn) was read as STK33 inh -0.3, OX1R antag-1 12 and OX1R antag-2 -8.
For O=C(COc1ccc(-n2cnnn2)cc1)NCCc1ccc(F)cc1 the results were STK33 inh -0.8, OX1R antag-1 1 and OX1R antag-2 -14.
`CC(C)(C)N1CC2([N+](=O)[O-])CN(C(C)(C)C)CC([N+](=O)[O-])(C1)C2` gave STK33 inh 0.0, OX1R antag-1 8 and OX1R antag-2 6.
`O=C(CCCCC(=O)Nc1ccccc1Cl)Nc1ccccc1Cl` gave STK33 inh -0.3, OX1R antag-1 3 and OX1R antag-2 -16.
Screening Cc1csc(=O)n1CC(=O)OCC(=O)NNC(=O)c1ccccc1 returned STK33 inh -1.9, OX1R antag-1 8 and OX1R antag-2 0.
Screening Cc1cccc(C(=O)NC(C(=O)Nc2nc(-c3ccccn3)cs2)C(C)C)c1 (stereo not drawn) returned STK33 inh 0.0, OX1R antag-1 14 and OX1R antag-2 -17.
For Cc1[nH]c2ccccc2c1CCNC(=O)CCC(=O)c1ccccc1 the results were STK33 inh -1.1, OX1R antag-1 14 and OX1R antag-2 -1.
Cc1nc2ccc3[nH]snc3c2n1 was read as STK33 inh 4.6, OX1R antag-1 52* and OX1R antag-2 5.
`O=C(CCn1nc(-c2ccccc2)ccc1=O)NCCCN1CCCCCC1` gave STK33 inh -0.1, OX1R antag-1 16 and OX1R antag-2 -17.

Four neighbouring records out of the list so far, for reference:
Screening Cc1cccc(C(=O)NC(C(=O)Nc2nc(-c3ccccn3)cs2)C(C)C)c1 (stereo not drawn) returned STK33 inh 0.0, OX1R antag-1 14 and OX1R antag-2 -17.
For Cc1[nH]c2ccccc2c1CCNC(=O)CCC(=O)c1ccccc1 the results were STK33 inh -1.1, OX1R antag-1 14 and OX1R antag-2 -1.
Cc1nc2ccc3[nH]snc3c2n1 was read as STK33 inh 4.6, OX1R antag-1 52* and OX1R antag-2 5.
`O=C(CCn1nc(-c2ccccc2)ccc1=O)NCCCN1CCCCCC1` gave STK33 inh -0.1, OX1R antag-1 16 and OX1R antag-2 -17.

Next part.
`O=C(OCC1CCCN2CCCCC12)c1ccc2c(c1)OCO2` (stereo not drawn) gave STK33 inh -0.6, OX1R antag-1 10 and OX1R antag-2 -22.
`COc1ccccc1NC(=O)c1csc(-n2nc(C)cc2C(F)(F)F)n1` gave STK33 inh 0.3, OX1R antag-1 4 and OX1R antag-2 -25.
For CC(C)CNC(=O)CC1Nc2ccccc2NC1=O (stereo not drawn) the results were STK33 inh 1.1, OX1R antag-1 15 and OX1R antag-2 -17.
`Cc1sc2ncn(CC(=O)N3CCN(c4ccccc4)CC3)c(=O)c2c1S(=O)(=O)N1CCOCC1` gave STK33 inh -2.0, OX1R antag-1 10 and OX1R antag-2 1.
For C#CCNC(=O)C1=C[C@@H](C2CCCCC2)C[C@@H](OCc2ccc(CO)cc2)O1 the results were STK33 inh -0.8, OX1R antag-1 4 and OX1R antag-2 -17.
For CN1CCN(C(=O)c2c(O)c3cccc4c3n(c2=O)CC4)CC1 the results were STK33 inh 0.5, OX1R antag-1 18 and OX1R antag-2 -11.
For COc1ccccc1CN1C(=O)CCC1(C)C(=O)NCc1cccnc1 (stereo not drawn) the results were STK33 inh -0.7, OX1R antag-1 14 and OX1R antag-2 -8.
Screening Cc1ccc(C)c(CN2C(=O)CSc3ccc(C(=O)N4CCCC4)cc32)c1 returned STK33 inh -0.4, OX1R antag-1 43 and OX1R antag-2 -30.
For CCn1c(SCc2nc(-c3ccc(OC)c(OC)c3)no2)nnc1-c1cccs1 the results were STK33 inh -4.1, OX1R antag-1 45* and OX1R antag-2 24.

4 structures out of the list, ordered by length of the SMILES, falling:
For C#CCNC(=O)C1=C[C@@H](C2CCCCC2)C[C@@H](OCc2ccc(CO)cc2)O1 the results were STK33 inh -0.8, OX1R antag-1 4 and OX1R antag-2 -17.
Screening Cc1ccc(C)c(CN2C(=O)CSc3ccc(C(=O)N4CCCC4)cc32)c1 returned STK33 inh -0.4, OX1R antag-1 43 and OX1R antag-2 -30.
`COc1ccccc1NC(=O)c1csc(-n2nc(C)cc2C(F)(F)F)n1` gave STK33 inh 0.3, OX1R antag-1 4 and OX1R antag-2 -25.
For CC(C)CNC(=O)CC1Nc2ccccc2NC1=O (stereo not drawn) the results were STK33 inh 1.1, OX1R antag-1 15 and OX1R antag-2 -17.

Two entries picked at random from those above, as already listed:
`O=C(OCC1CCCN2CCCCC12)c1ccc2c(c1)OCO2` (stereo not drawn) gave STK33 inh -0.6, OX1R antag-1 10 and OX1R antag-2 -22.
For COc1ccccc1CN1C(=O)CCC1(C)C(=O)NCc1cccnc1 (stereo not drawn) the results were STK33 inh -0.7, OX1R antag-1 14 and OX1R antag-2 -8.

Source: PubChem (several laboratories)
